# CHRM1 antagonist: antagonists of human M1 muscarinic receptor; P11229; CHO-K1 hM1, Fluo-8 calcium fluorescence, ACh EC80 antagonist; inhibition, % at 3 µM; actives 1.3% (n = 360,000);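 active = percent inhibition above its own plate's cutoff, namely the mean of that plate's compound wells plus 3 SD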;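 also: peak over basal fluorescence ratio during 140 s after agonist addition; 0% = ACh EC80 plus DMSO and 100% = DMSO alone without agonist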
# Target sequence (P11229 whole entry, looked up): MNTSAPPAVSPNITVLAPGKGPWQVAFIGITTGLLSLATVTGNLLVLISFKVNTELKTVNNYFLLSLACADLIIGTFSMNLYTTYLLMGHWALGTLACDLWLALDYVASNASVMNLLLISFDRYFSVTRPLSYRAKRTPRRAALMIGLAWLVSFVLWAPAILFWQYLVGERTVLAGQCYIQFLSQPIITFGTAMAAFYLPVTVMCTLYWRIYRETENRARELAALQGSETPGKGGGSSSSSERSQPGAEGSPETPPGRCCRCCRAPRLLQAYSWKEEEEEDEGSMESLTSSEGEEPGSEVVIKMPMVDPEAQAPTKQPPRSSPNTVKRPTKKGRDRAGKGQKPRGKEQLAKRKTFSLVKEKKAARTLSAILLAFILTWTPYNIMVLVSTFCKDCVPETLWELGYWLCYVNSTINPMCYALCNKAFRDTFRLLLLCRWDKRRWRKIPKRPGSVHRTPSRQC
# TAAR1 antagonist: human TAAR1 antagonism; CHO RD-HGA16 TAAR1, Fluo-8 calcium fluorescence, antagonist; inhibition, % at 3 µM; actives 1.5% (n = 360,000);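 active = inhibition above a per-plate cutoff, the mean inhibition of test compounds on that plate plus 3 SD, cut at about 49% in these data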;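 also: 0% = DMSO plus EC80 beta-PEA response and 100% = DMSO alone without agonist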
# Target sequence (Q96RJ0 whole entry, looked up): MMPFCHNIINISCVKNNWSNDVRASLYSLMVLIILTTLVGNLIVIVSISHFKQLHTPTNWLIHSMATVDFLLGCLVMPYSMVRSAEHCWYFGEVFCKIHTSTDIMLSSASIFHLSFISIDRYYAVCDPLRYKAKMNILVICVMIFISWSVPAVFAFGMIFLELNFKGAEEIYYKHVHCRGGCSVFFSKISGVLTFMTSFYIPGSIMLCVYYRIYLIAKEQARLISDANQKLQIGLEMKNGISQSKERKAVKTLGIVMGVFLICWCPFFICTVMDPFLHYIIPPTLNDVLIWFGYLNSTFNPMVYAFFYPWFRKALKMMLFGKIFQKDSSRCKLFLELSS
#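 Test system: RD-HGA16 CHO cells with stable hTAAR1 and Gα16 / Probe or stimulus: EC80 β-phenethylamine stimulus / Times: seeding 17-24 h prior, 75-min 37 °C, 30-min RT dye loading / Detection: Fluo-8 calcium-sensitive fluorescence / Read-out basis: % inhibition scaled between DMSO and EC80 PEA controls / Repeats: singlicate, one well per test compound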
# CHO-K1 Ca antag: nonselective inhibitor or artifact in parental CHO-K1 cells | actives 0.6% (n = 360,000) | inhibition, % at 3 µM | ATP-induced calcium, Fluo-8 fluorescence;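 active = inhibition above a per-plate cutoff, the plate's mean sample inhibition plus 3 SD, cut at about 24% in these data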;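 also: 0% = DMSO plus EC80 ATP and 100% = DMSO alone without ATP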
# M1 PAM: positive allosteric modulators of human M1 muscarinic receptor; activation, % at 3 µM; CHO-K1 hM1, Fluo-8 calcium fluorescence, ACh EC20; 0% = ACh EC20, 100% = maximal ACh; actives 0.088% (n = 360,000); P11229; in the data active = activation above about 19%, passing the limit was not always enough
# CHO-K1 Ca ag: counter-screen for M1 agonists: effect in parental CHO-K1 cells | actives 0.48% (n = 360,000) | AID 602248 | Fluo-8 calcium fluorescence; scaled to maximal ATP response, vehicle zero | activation, % at 3 µM; in the data active = activation above about 15%;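 also: untransfected CHO-K1 host cells lacking M1 receptor as counterscreen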
# M1 PAM parental: M1 PAM counterscreen hit in parental CHO-K1 cells; AID 602247; ATP EC20, Fluo-8 calcium fluorescence; 0% at ATP EC20, 100% at ATP max; activation, % at 3 µM; actives 0.02% (n = 360,000);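 active = activation above the run cutoff, the mean activation of all test compounds plus 3 SD, cut at about 40% in these data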;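 also: peak over basal fluorescence ratio in a 140 s read after ATP addition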
# TAAR1 ag: agonists of human TAAR1. CHO RD-HGA16 TAAR1, Fluo-8 calcium fluorescence; vehicle wells 0%, saturating PEA agonist 100%. activation, % at 3 µM. actives 0.99% (n = 360,000). AID 624467;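 active = activation above the mean activation of all test compounds in the run plus 3 SD, cut at about 38% in these data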
#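 Repeats: no replicates (n 1) | Material: CHO-derived RD-HGA16 cells with stable Gα16 and human TAAR1 | Technique: Kinetic Fluo-8 calcium fluorescence | Schedule: 17-24 h seeding, 75 min 37 °C dye, 30 min RT | Evaluation: % activation from peak over basal fluorescence ratio, DMSO-to-PEA scaled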
# M1 ag: agonists of human M1 muscarinic receptor. activation, % at 3 µM. P11229. actives 0.33% (n = 360,000). AID 588814. CHO-K1 hM1, Fluo-8 calcium fluorescence, agonist mode; 0% DMSO, 100% acetylcholine EC100;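 active = activation above the run's mean compound activation plus 3 SD, cut at about 16% in these data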;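 also: peak over basal fluorescence ratio within a 140 s kinetic read after compound addition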
# CHO parental Ca: counter-screen: ATP calcium response change in parental CHO cells | parental CHO-K1, ATP-induced calcium, Fluo-8 fluorescence | inhibition, % at 5.6 µM | actives 0.63% (n = 330,000) | AID 463079;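 active = inhibition above that plate's mean sample inhibition plus 3 SD, cut at about 26% in these data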;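 also: 0% = ATP-challenged DMSO wells and 100% = DMSO wells without ATP; some compounds past the cut are filed as inactive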
#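 material = parental CHO cells | also added = ATP as calcium-mobilizing challenge | dosing = single point at 5.6 µM | detection = intracellular calcium via Fluo-8 no-wash fluorescent dye | read-out = % inhibition | benchmarks = low control ATP plus DMSO, high control DMSO only | repeats = one well per compound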
# * = called active by the depositor; . = not tested or not shown; & = joins results of further samples. Rows were taken by chance; 4.4% or so of the library scored in one or more.
# Sequence of screens: CHRM1 antagonist, TAAR1 antagonist, CHO-K1 Ca antag, M1 PAM, CHO-K1 Ca ag, M1 PAM parental, TAAR1 ag, M1 ag, CHO parental Ca
- COc1ccc(Cc2nnc(NC(=O)c3ccc(Cl)c([N+](=O)[O-])c3)s2)cc1
 : -1.6, 1.0, 7.2, 5.9, -0.1, 9.2, 11.9, -1.9, -2.6
- Cc1ccc(NC(=O)NC(=O)N(c2ccccc2)S(C)(=O)=O)cc1
 : -3.0, 2.3, 0.2, 6.9, 0.3, 7.2, 7.0, -3.5, -22.5
- CC(=O)C1=C(C)Nc2ncnn2C1c1cccc(Br)c1 (stereo not given)
 : 4.3, -0.3, 13.6, 7.6, -0.6, -6.8, 1.3, 0.3, -14.8
- CCN(CC(=O)Nc1cc(Cl)ccc1C)C(=O)CCS(=O)(=O)c1ccc(C)cc1
 : -7.9, -3.1, -13.9, 1.5, 0.2, 8.6, -0.6, -7.0, -28.1
- CCn1c(C)cc(C(=O)CN2C(=O)c3ccccc3S2(=O)=O)c1C
 : -18.4, 13.7, -14.6, 16.2, 1.6, 14.9, 3.0, -0.4, -0.2
- Cn1c(SCC(=O)Nc2ccccc2)nnc1-c1ccc2nonc2c1
 : 0.9, -6.9, -6.1, -2.8, 0.8, -1.0, 0.1, -8.8, -1.8
- Cc1ccc(C)c(N(C(=O)Cn2nnc3ccccc32)C(C(=O)NCc2ccco2)c2ccncc2)c1 (stereo not given)
 : -33.5, -1.7, -16.7, 6.0, 0.2, 15.0, 2.1, -4.5, -17.1
- COc1cc(/C=N/NC(=O)CCC(=O)Nc2ccc(Br)cc2)ccc1O
 : 5.3, 2.5, -13.5, 0.6, 1.1, 15.8, 3.0, -3.0, -4.2
- O=C(c1noc2c1CCCC2)N1CCN(Cc2ccccc2)CC1
 : 4.5, ., -6.4, -1.1, 2.3, 9.1, ., -7.0, -7.3
- C[C@H]1COC(=O)[C@@H](Cc2ccc(F)cc2)C/C=C\C[C@@H](CC(=O)NCCO)C(=O)N1
 : -1.9, 8.6, -12.5, 8.5, 0.6, 6.8, 7.5, -1.2, -5.2
- O=C(Nc1ccc(S(=O)(=O)N2CCN(c3ccccc3)CC2)cc1)c1cccs1
 : -7.5, -15.7, -18.2, 1.1, 1.7, 13.4, 10.0, -4.2, -3.2
- Cc1cccc(Cn2ccc(NC(=O)c3cccnc3)n2)c1
 : 6.5, 6.6, 0.2, -5.3, 0.4, 7.4, 0.7, -4.4, -6.6
- COc1cc(CC(=O)Nc2ncc(C)s2)cc(OC)c1OC
 : -23.2, -7.3, -2.7, 2.8, -0.2, 1.1, 2.4, -1.9, -19.7
- CCc1ccc(OCC(=O)NCCOc2ccccc2)cc1
 : -5.7, 13.8, -11.6, 6.7, -0.5, 4.2, -3.0, -6.9, -14.9
- COc1cc(CNC2CCCC2)c(Br)cc1OCc1ccccc1
 : -2.7, 6.5, -12.7, 0.3, 4.1, 23.0, 11.6, -13.8, -12.6
- Cc1ccc(S(=O)(=O)NC(Cc2ccc(Cl)cc2)C(=O)O)cc1 (stereo not given)
 : -26.4, -1.4, 9.8, 19.5, 0.5, 0.7, 6.3, -2.1, -3.9
- CC1CCCCN1C(=O)c1cc(S(=O)(=O)N2CCCCC2)c[nH]1 (stereo not given)
 : 6.3, -16.0, -5.5, 3.8, 1.0, 19.4, 7.8, 0.9, -4.8
- Cc1ccc([C@@H]2C[C@H]3[C@@H](CN2S(=O)(=O)c2ccc(Cl)cc2)C(=O)C[C@@H](c2cccc(Cl)c2)N3S(=O)(=O)c2ccc(C)cc2)cc1
 : -13.3, -8.8, -6.2, 5.8, 0.6, 1.6, 1.6, -1.2, .
- CCOC(=O)C1=C(C)N=C2SC(C(=O)OC)=CC(=O)N2C1c1cccc(OC)c1 (stereo not given)
 : -2.0, -8.8, 2.6, -0.9, -0.3, -1.8, -0.4, -3.3, -17.5
- Cc1ccc(CNC(=O)c2cc(C3CC3)nc3c2cnn3C(C)C)cc1
 : -15.7, 39.1, -9.8, 9.5, 0.3, -0.6, 0.8, -4.0, -13.1
- COc1cccc2cc(NC(=O)C3CCCCC3)c(=O)oc12
 : -1.8, -0.7, 7.1, 2.2, 0.6, 7.9, 1.9, 0.1, -5.1
- CSc1nc(Oc2ccc(=O)n(C)n2)nc(N(C)C)n1
 : -9.2, -4.8, -21.8, 9.8, 0.3, 20.2, 2.1, 3.6, -7.4
- COc1cnn(-c2ccc(C)cc2)c(=O)c1Cl
 : -6.7, -8.6, 25.5*, 5.6, -0.6, -10.7, 6.2, -8.4, 5.3
- c1ccc2c(c1)c1c3n2CCNC3CCC1 (stereo not given)
 : -23.3, -11.4, -1.2, 9.8, 0.5, 8.4, 11.3, -2.4, -11.6
- COc1ccc(Br)c(C(=O)NCCC(C)C)c1
 : -7.8, -8.7, -4.4, 6.9, -0.5, 2.1, 3.5, -3.5, -1.8
- c1ccc(Cn2ncc3c(N4CCN(C(c5ccccc5)c5ccccc5)CC4)ncnc32)cc1
 : -11.9, -2.9, 0.5, 9.4, 0.7, 4.5, 2.5, 0.8, -20.0
- CC1(C)CC(=O)c2c(nc3ccccc3c2N)C1
 : -9.7, 4.2, -13.6, 2.3, 0.8, 28.1, 5.9, -5.1, -6.2
- COc1cccc(-c2cc(-c3cccnc3)c(C#N)c(N)n2)c1
 : -9.8, 14.1, -3.7, 1.2, 1.6, 6.2, 3.3, -0.3, -14.7
- CC1CN(C(=O)CCC(=O)NCc2ccccc2)c2ccccc2O1 (stereo not given)
 : 1.6, -18.8, 6.5, -4.9, 3.1, -1.3, 2.0, 0.3, -4.9
- Cc1cccc(C(=O)N[C@H](C(=O)Nc2ccc(C)c(S(=O)(=O)N(C)C)c2)C(C)C)c1
 : 2.2, 4.5, -11.2, -5.9, 0.4, 23.2, -1.0, -5.5, -19.6
- COc1cc(O)c(C(=O)O)c(CCc2ccccc2)c1
 : -8.0, -20.6, -10.9, 0.9, 1.1, 25.9, 0.9, -5.1, -3.6
- CNCC[C@H](Oc1cccc2ccccc12)c1cccs1
 : -18.4, 11.3, 20.0, 7.8, 0.6, -11.8, 15.2, -2.0, -12.5&0.2
- O=C(c1ccc(N2CCN(C(=O)c3ccccc3)CC2)cc1)c1cccc(F)c1
 : 10.6, 44.7, 1.2, -5.2, 12.0, -12.1, 6.7, -0.7, -11.3
- Clc1ccc(N2O[C@H]3C=C[C@@H]2C3)nc1
 : -1.1, ., -2.2, -3.7, 1.7, 8.9, ., -0.1, .
- CSc1nc(C)c(CCO)c(=O)[nH]1
 : -0.1, 4.0, 3.9, 8.9, -0.2, 14.4, 18.3, -5.9, -8.2
- O=S(=O)(c1ccccc1)N(CC(O)Cn1c2ccccc2c2ccccc21)c1ccccc1 (stereo not given)
 : 11.3, 34.1, 1.8, 1.2, 0.0, -5.0, 12.3, 0.4, -2.3
- COc1ccc(C(=O)N/N=C/c2c(C)[nH]c(=O)[nH]c2=O)cc1
 : -10.8, 13.4, -11.4, 10.3, 2.1, 21.0, 3.8, -5.4, -0.5
- Cc1ccc(-n2cc(-c3ccc([N+](=O)[O-])cc3)[nH]c2=S)c(C)c1
 : -4.0, 10.0, 6.0, 4.7, 1.0, -3.8, 11.9, -2.7, -18.6
- O=C1N[C@@H](Cc2c[nH]c3ccccc23)C(=O)N[C@H]1Cc1ccccc1
 : -20.8, -2.1, -17.6, 13.3, 0.6, 24.6, 3.3, -2.2, .
- CCCSc1nc2c(c(=O)[nH]c(=O)n2C)n1C
 : -8.8, -2.2, -9.8, 12.7, 0.3, 9.8, 1.5, -2.2, -17.7
- CC(C)(C)c1cc(P(=O)(c2ccccc2)c2ccccc2)ccc1O
 : -10.8, 0.6, -10.3, 9.8, 0.0, 20.5, -2.8, -0.3, -12.6
- COc1cccc(N=C2NC(=O)/C(=C/c3cc([N+](=O)[O-])ccc3O)S2)c1
 : -5.9, -6.4, -9.0, 12.6, 1.3, -2.3, 7.3, 1.2, 11.7
- COc1ccc(NC(=S)N(CCN2CCCCC2)Cc2ccco2)cc1
 : 4.0, -17.1, -7.0, -4.5, -0.2, -2.3, 6.8, -7.7, -11.6
- CC1CCN(C(=O)c2cccc(NC(=O)c3cccs3)c2)CC1
 : -5.2, -5.1, -8.7, 5.4, 3.4, 9.1, -0.9, -4.0, -19.1
- N=c1c2c(ncn1CCN1CCOCC1)Oc1cc(O)ccc1C2c1ccccc1 (stereo not given)
 : 29.6*, 75.2*, 2.2, -9.6, 8.8, 6.0, 17.5, 0.9, -9.8
- CC(C)(C)SCCNC(=O)c1ccc(Cl)c([N+](=O)[O-])c1
 : -9.6, 6.2, -9.7, 10.0, 2.3, 24.4, 2.6, -8.9, -14.4
- COCCn1cnc2cc(C)c(C)cc21
 : -9.0, 3.7, -18.0, 5.6, 0.3, 6.1, 10.7, -2.8, -7.4
- Clc1ccc(/C=N/Nc2ncnc3nc[nH]c23)cc1
 : -21.2, -9.1, -17.8, 11.8, -0.3, 27.7, -2.5, -6.6, -8.2
- CC(C)Cn1cnc2c(c(-c3ccccc3)c(-c3ccccc3)n2Cc2ccco2)c1=N
 : 0.8, -7.9, 0.8, -13.4, 5.5, 20.3, 41.9*, 2.9, -27.6
- O=C(O)c1ccc(NC(=O)c2ccccc2NC(=O)c2cccc(Br)c2)cc1
 : 0.6, 21.8, -4.0, 4.9, 0.3, 8.8, 2.6, -2.3, -10.3
- O=C(Nc1ncnc2c1CCC2)C12CC3CC(CC(C3)C1)C2
 : -9.8, -11.5, -10.5, 8.4, 0.1, 7.5, -1.1, -4.8, -8.2
- COCCNC(=O)C1(C)C=CC2(CCCCC2)N1C(=O)c1ccccc1 (stereo not given)
 : -5.8, 17.5, 6.9, 0.0, -0.4, -9.6, 2.3, -3.1, -16.5
- c1ccc(-n2ncc3c(NCc4ccccn4)ncnc32)cc1
 : 6.8, ., 4.3, -5.5, 0.1, -4.1, ., -3.7, -0.8
- CCOC(=O)c1ccc(Nc2cc(C)nc(N3CCOCC3)n2)cc1
 : 6.7, -4.3, -4.2, -5.0, 0.6, 2.3, 11.8, -6.3, -13.4
- CCOC(=O)c1ccc(-c2csc(NC(=O)CN3CCC(C)CC3)n2)cc1
 : -3.5, -22.8, -12.0, 7.5, 0.4, -8.2, -0.5, -4.5, -19.0
- Cc1ccc(S(=O)(=O)N2CCOC2CNC(=O)C(=O)NCc2ccncc2)cc1 (stereo not given)
 : -19.5, -19.1, 2.8, 7.4, -0.5, -1.6, 0.3, -2.0, -3.1
- O=C(Nc1ccc2c(c1)C(=O)OC2)c1ccc(Cl)cc1Cl
 : -2.2, -0.7, -6.1, 4.0, 0.6, 9.6, -2.2, -2.5, -4.0
- CCOC(=O)c1[nH]c(C)c(C(=O)NCCC2=CCCCC2)c1C
 : -0.6, 10.6, -6.0, 1.9, 0.3, -0.7, 16.0, -4.5, -17.9
- COC(=O)c1ccc(COc2ccc(C(C)(C)C)cc2)o1
 : -17.2, -9.6, -11.8, 7.3, 1.1, 1.7, 1.7, -1.7, -4.3
